# High-throughput results (PubChem BioAssay)
# NFkB SMM: NF-kappa-B p105 (human) binding; calls only; Small molecule microarray, anti-His fluorescence binding; AID 624139; P19838; 1.3% of 17,000 active;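 active = spot fluorescence over background significantly raised, with a chance value under 7% in all four replicate spots of the compound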;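 also: probe protein is his-tagged human p50 processed subunit at 1 µg/ml; raw spot fluorescence signals with no normalization applied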
# Target sequence (P19838 1-433 limits assumed): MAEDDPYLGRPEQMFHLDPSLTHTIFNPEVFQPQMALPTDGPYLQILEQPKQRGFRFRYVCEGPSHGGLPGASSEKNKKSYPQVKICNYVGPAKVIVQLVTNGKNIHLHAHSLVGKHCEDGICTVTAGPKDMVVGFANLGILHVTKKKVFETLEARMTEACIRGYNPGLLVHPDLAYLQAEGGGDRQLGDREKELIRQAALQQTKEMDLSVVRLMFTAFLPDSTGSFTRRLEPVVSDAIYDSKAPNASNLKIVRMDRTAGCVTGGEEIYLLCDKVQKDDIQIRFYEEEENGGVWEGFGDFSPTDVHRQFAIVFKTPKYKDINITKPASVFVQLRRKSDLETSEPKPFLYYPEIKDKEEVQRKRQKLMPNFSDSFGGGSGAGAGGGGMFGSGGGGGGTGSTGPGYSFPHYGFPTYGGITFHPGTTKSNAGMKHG
# Calls only; i = inactive. This is a subset. The share of hits here may be higher or lower than overall.
molecule | NFkB SMM
C[C@@H]1CN([C@H](C)CO)C(=O)c2cc(NC(=O)Nc3ccc(F)cc3)ccc2O[C@@H]1CN(C)C(=O)Nc1ccc(F)cc1 | i
Cc1nn(Cc2ccccc2Cl)c(C)c1NC(=O)C1CC(c2ccc(Cl)cc2)=NO1 (configuration not stated) | i
O=C(NCc1ccco1)c1cnsn1 | i
Cc1cc(C)c(C)c(Oc2coc3cc(OC(=O)CCN4C(=O)c5ccccc5C4=O)ccc3c2=O)c1 | i
Cc1noc(C)c1S(=O)(=O)Nc1ccc2c(c1)C(=O)N([C@H](C)CO)C[C@H](C)[C@H](CN(C)Cc1ccc3c(c1)OCO3)OCCCC[C@H](C)O2 | i
C[C@@H]1CCCCO[C@H](CN(C)Cc2ccncc2)[C@@H](C)CN([C@H](C)CO)C(=O)c2cc(NC(=O)c3ccccc3)ccc2O1 | i
COc1ccc(C#Cc2cnc3c(c2)C(=O)N([C@H](C)CO)C[C@H](C)[C@H](CN(C)C(=O)Nc2c(C)noc2C)O3)cc1OC | i
COC(=O)N(C)C[C@H]1OCc2cnnn2CCCC(=O)N([C@@H](C)CO)C[C@H]1C | i
CCCCCC1OC2=C(C(=O)N(OC)C2CSCC(O)C(=O)O)C(O)C1(C)O (configuration not stated) | i
COc1ccc(CCNc2nc(-c3cccc(NC(C)=O)c3)cs2)cc1OC | i
COC(=O)CNS(=O)(=O)c1ccccc1[N+](=O)[O-] | i
C[C@@H]1CN([C@H](C)CO)C(=O)c2cccc(NC(=O)c3cnccn3)c2O[C@@H]1CN(C)C(=O)NC1CCCCC1 | i
Cc1noc(C)c1NC(=O)N(C)C[C@H]1OCCCC[C@H](C)Oc2ccc(NC(=O)c3ccncc3)cc2C(=O)N([C@@H](C)CO)C[C@@H]1C | i
CCn1cc(C(C)NC(=S)Nc2ccc(OC)cc2OC)c(C)n1 (configuration not stated) | i
COc1ccc(S(=O)(=O)N(C)C[C@H]2Oc3c(NS(C)(=O)=O)cccc3C(=O)N([C@@H](C)CO)C[C@H]2C)cc1 | i
C[C@@H]1CN([C@@H](C)CO)C(=O)c2cc(NC(=O)Nc3ccc(F)cc3)ccc2O[C@@H](C)CCCCO[C@H]1CN(C)Cc1ccc(C(=O)O)cc1 | i
C[C@@H]1CN([C@H](C)CO)C(=O)Cc2cc(NC(=O)C3CC3)ccc2O[C@@H]1CN(C)S(=O)(=O)c1cn(C)cn1 | i
COc1ccc(S(=O)(=O)N(C)C[C@H]2Oc3c(NC(=O)NC4CCCCC4)cccc3C(=O)N([C@H](C)CO)C[C@@H]2C)cc1 | i
C[C@H](CO)N1C[C@H](C)[C@H](CN(C)C(=O)NC2CCCCC2)Oc2c(NC(=O)Nc3ccccc3)cccc2C1=O | i
C[C@@H]1CN([C@H](C)CO)C(=O)c2cc(NS(C)(=O)=O)ccc2O[C@@H]1CN(C)C(=O)Nc1ccc(F)cc1 | i
C[C@H]1C=C(C(=O)NCc2nc3ccccc3[nH]2)O[C@@H](OCc2ccc(CO)cc2)C1 | i
C[C@H](CO)N1C[C@H](C)[C@@H](CN(C)S(=O)(=O)c2cn(C)cn2)OCc2cn(nn2)CCCC1=O | i
CN(CC(=O)Nc1ccccc1[N+](=O)[O-])S(=O)(=O)c1ccccc1 | i
CC(=O)n1nc(-c2ccc(Cl)cc2)nc1NCc1ccco1 | i
COc1ccc(OC)c(NC(=O)CSc2nc(C)cc(C)n2)c1 | i
CN1C(=O)CC(n2c(CO)nc3ccccc32)C1=O (configuration not stated) | i
COc1ccc(NC(=O)Nc2cccc3c2O[C@H](CN(C)S(=O)(=O)c2cccs2)[C@H](C)CN([C@H](C)CO)C3=O)cc1 | i
COc1ccc(/C=C/C=O)cc1 | i
CCOC(=O)c1sc(NC(=S)Nc2ccc3c(c2)OCCO3)c(C(=O)OCC)c1C | i
Cc1noc(C)c1S(=O)(=O)Nc1ccc2c(c1)C(=O)N([C@@H](C)CO)C[C@H](C)[C@@H](CN(C)C(=O)Nc1ccccc1)O2 | i
COc1ccc(S(=O)(=O)N(C)C[C@H]2Oc3ccc(NC(=O)Cc4ccccc4)cc3CC(=O)N([C@H](C)CO)C[C@@H]2C)cc1 | i
COc1ccc(NC(=O)Nc2ccc3c(c2)C(=O)N([C@H](C)CO)C[C@H](C)[C@@H](CN(C)S(C)(=O)=O)O3)cc1 | i
CC1OC(OCC2OC(Oc3c(-c4ccc(O)c(O)c4)oc4cc(O)cc(O)c4c3=O)C(O)C(O)C2O)C(O)C(O)C1O (configuration not stated) | i
CS(=O)(=O)N(CC(=O)NC1CC2CCC1C2)c1cc(Cl)cc(Cl)c1 (configuration not stated) | i
C[C@@H]1CCCCO[C@H](CN(C)CC2CC2)[C@H](C)CN([C@@H](C)CO)C(=O)c2cc(NC(=O)Nc3ccccc3)ccc2O1 | i
C/C1=C/CC/C(CO)=C\[C@H]2OC(=O)C(CN3CCCC3C(=O)O)[C@@H]2[C@@H](OC(=O)C(C)CO)C1 (some centres not stated) | i
C[C@@H]1CCCCO[C@@H](CN(C)Cc2ccncc2)[C@@H](C)CN([C@@H](C)CO)C(=O)c2cc(NS(=O)(=O)c3ccccc3)ccc2O1 | i
COc1ccc(C)cc1NC(=O)NCc1ccco1 | i
C[C@H]1CN([C@@H](C)CO)C(=O)c2cccc(NC(=O)c3cnccn3)c2O[C@H]1CN(C)C(=O)Nc1ccccc1 | i
Cc1cccc(C#Cc2ccccc2)n1 | i
Cc1nc(-c2ccccc2O)n(CCN2CCOCC2)n1 | i
C[C@H]1CN([C@@H](C)CO)C(=O)c2cccc(NC(=O)c3ccncc3)c2O[C@H]1CN(C)Cc1ccc2c(c1)OCO2 | i
C[C@H](CO)N1C[C@H](C)[C@@H](CN(C)C(=O)Cc2ccccc2)OCCCC[C@H](C)Oc2ccc(NC(=O)c3ccncc3)cc2C1=O | i
C[C@H](CO)N1C[C@H](C)[C@H](CN(C)S(=O)(=O)c2cccs2)Oc2ncccc2C1=O | i
C[C@H]1CCCCO[C@H](CN(C)S(=O)(=O)c2cccs2)[C@@H](C)CN([C@@H](C)CO)C(=O)c2cc(NS(=O)(=O)c3cccs3)ccc2O1 | i
C[C@@H]1CN([C@@H](C)CO)C(=O)c2cccc(NC(=O)c3ccncc3)c2O[C@@H]1CN(C)Cc1ccc(Oc2ccccc2)cc1 | i
CCOC(=O)c1ccccc1NC(=O)C(C)Oc1cc(C)c(Cl)c(C)c1 (configuration not stated) | i
CNC[C@@H]1Oc2ccc(NS(=O)(=O)c3cccs3)cc2CC(=O)N([C@H](C)CO)C[C@H]1C | i
C[C@@H]1CN([C@H](C)CO)C(=O)c2cc(NC(=O)CCCN(C)C)ccc2O[C@@H](C)CCCCO[C@@H]1CN(C)Cc1ccccc1 | i
COC(=O)/C=C/c1cccc(N(Cc2ccc(-c3ccc(N(C)C)cc3)cc2)C(=O)C2CCCCC2)c1 | i
C[C@H]1CN([C@@H](C)CO)C(=O)CCCn2cc(nn2)CO[C@H]1CN(C)C(=O)Nc1cccc2ccccc12 | i
C[C@H](CO)N1C[C@H](C)[C@@H](CN(C)Cc2ccc(Oc3ccccc3)cc2)Oc2c(NC(=O)Nc3ccc(F)cc3)cccc2C1=O | i
C=C[C@@H](C)[C@@H](OC(=O)Nc1ccc(OC)cc1)c1ccc(OCCO)cc1 | i
CCOc1ccccc1NC(=O)C(C)Oc1ccc(OC)cc1 (configuration not stated) | i
O=C(COc1ccc(S(=O)(=O)N2CCCCC2)cc1)Nc1ccc2c(c1)OCCO2 | i
Cc1ccccc1-n1c(SCC(N)=O)nc2ccccc2c1=O | i
C[C@@H]1CCCCO[C@@H](CN(C)C(=O)C2CCCCC2)[C@H](C)CN([C@@H](C)CO)C(=O)c2cc(N(C)C)ccc2O1 | i
C[C@H](CO)N1C[C@H](C)[C@@H](CN(C)S(=O)(=O)c2cn(C)cn2)OCCCC[C@H](C)Oc2ccc(NS(=O)(=O)c3cn(C)cn3)cc2C1=O | i
Cn1c(SCC(=O)c2ccc(Cl)cc2)nnc1-c1ccncc1 | i
C[C@@H]1CCCCO[C@@H](CN(C)S(=O)(=O)c2cccs2)[C@@H](C)CN([C@H](C)CO)C(=O)c2cc(N(C)C)ccc2O1 | i

# Reprinted from the part before: 3 entries, followed by the next part.
molecule | NFkB SMM
C[C@H](CO)N1C[C@H](C)[C@@H](CN(C)S(=O)(=O)c2cn(C)cn2)OCCCC[C@H](C)Oc2ccc(NS(=O)(=O)c3cn(C)cn3)cc2C1=O | i
Cn1c(SCC(=O)c2ccc(Cl)cc2)nnc1-c1ccncc1 | i
C[C@@H]1CCCCO[C@@H](CN(C)S(=O)(=O)c2cccs2)[C@@H](C)CN([C@H](C)CO)C(=O)c2cc(N(C)C)ccc2O1 | i
COc1cc(CC2COC(=O)C2(O)Cc2ccc(O)c(OC)c2)ccc1O (configuration not stated) | i
COc1ccc(S(=O)(=O)N2CCOCC2)cc1C(=O)NCCN1CCOCC1 | i
Cc1ccc(-c2csc3nnc(SCC(=O)Nc4ccc(Cl)cc4)n23)cc1 | i
C[C@H](CO)N1C[C@H](C)[C@@H](CN(C)S(=O)(=O)c2ccccc2)Oc2ccc(NC(=O)Cc3ccccc3)cc2CC1=O | i
Cc1noc(C)c1S(=O)(=O)N(C)C[C@H]1Oc2c(NS(C)(=O)=O)cccc2C(=O)N([C@@H](C)CO)C[C@H]1C | i
C[C@H](CO)N1C[C@H](C)[C@@H](CN(C)C(=O)Nc2cccc3ccccc23)Oc2ccc(NC(=O)CCN3CCOCC3)cc2C1=O | i
O=C1C(=O)N(CCn2c3ccccc3c3nc4ccccc4nc32)c2ccccc21 | i
C[C@@H]1CN([C@@H](C)CO)C(=O)Cc2cc(NC(=O)Nc3ccc4c(c3)OCO4)ccc2O[C@@H]1CN(C)CC1CC1 | i
O=C(O)c1cccc(NCc2cccnc2)c1 | i
Cc1noc(C)c1NC(=O)N(C)C[C@H]1Oc2c(NS(C)(=O)=O)cccc2C(=O)N([C@H](C)CO)C[C@@H]1C | i
C[C@@H]1CCCCO[C@H](CN(C)C(=O)CCC(F)(F)F)[C@@H](C)CN([C@H](C)CO)C(=O)c2cc(NC(=O)Cc3ccccc3)ccc2O1 | i
CC(C)NC(=O)N(C)C[C@@H]1OCCCC[C@@H](C)Oc2ccc(NC(=O)Nc3ccc(F)cc3)cc2C(=O)N([C@H](C)CO)C[C@H]1C | i
C[C@H]1CN([C@@H](C)CO)C(=O)c2cc(NS(=O)(=O)c3cccs3)ccc2O[C@H]1CN(C)CC1CC1 | i
C[C@H]1CN([C@@H](C)CO)C(=O)Cc2cc(N(C)C)ccc2O[C@H]1CN(C)C(=O)Nc1ccccc1 | i
O=[N+]([O-])c1ccccc1/C=C/CN1CCC(O)CC1 | i
C[C@H](CO)N1C[C@H](C)[C@H](CN(C)S(=O)(=O)c2cn(C)cn2)Oc2ccc(NC(=O)Nc3ccc(F)cc3)cc2C1=O | i
C[C@H]1CN([C@@H](C)CO)C(=O)c2cc(NC(=O)Cc3ccccc3)ccc2O[C@H]1CN(C)C(=O)Nc1ccccc1 | i
C[C@@H]1CN([C@H](C)CO)C(=O)Cc2cc(NS(=O)(=O)c3ccccc3)ccc2O[C@@H]1CN(C)C(=O)NC1CCCCC1 | i
CNC[C@H]1Oc2ccc(NC(=O)Nc3ccc(F)cc3)cc2CC(=O)N([C@@H](C)CO)C[C@H]1C | i
C[C@@H]1CN([C@@H](C)CO)C(=O)c2cccc(NC(=O)C3CCOCC3)c2O[C@@H]1CN(C)C(=O)Nc1cccc2ccccc12 | i
O=C(CN1C(=O)c2ccccc2C1=O)Nc1ccc2c(c1)C(=O)NC2=O | i
C[C@@H]1CN([C@H](C)CO)C(=O)c2cccc(NS(=O)(=O)c3ccccc3)c2O[C@@H]1CN(C)C(=O)NC1CCCCC1 | i
Cc1cc(C(=O)Nc2cccc3c2O[C@H](CN(C)C(=O)Nc2ccccc2)[C@@H](C)CN([C@H](C)CO)C3=O)n(C)n1 | i
C[C@@H]1CN([C@H](C)CO)C(=O)Cc2cc(NC(=O)NC3CCCCC3)ccc2O[C@@H]1CN(C)C | i
COc1ccc(S(=O)(=O)Nc2ccc3c(c2)C(=O)N([C@H](C)CO)C[C@@H](C)[C@H](CN(C)S(=O)(=O)c2ccc(OC)cc2)O3)cc1 | i
Cc1cc(C(=O)Nc2cccc3c2O[C@H](CN(C)S(=O)(=O)c2cccs2)[C@H](C)CN([C@H](C)CO)C3=O)n(C)n1 | i
CC(NS(=O)(=O)c1cc(Cl)ccc1Cl)C(=O)Nc1ccccc1 (configuration not stated) | i
O=[N+]([O-])c1ccccc1CN1CCN(CCO)CC1 | i
Cc1noc(C)c1NC(=O)N(C)C[C@@H]1OCCCC[C@H](C)Oc2ccc(N(C)C)cc2C(=O)N([C@@H](C)CO)C[C@@H]1C | i
COc1c(O[C@@H]2O[C@H](C(=O)O)[C@@H](O)[C@H](O)[C@H]2O)cc2oc(-c3ccccc3)cc(=O)c2c1O | i
O=C(CC1NC(=O)NC1=O)Nc1cccc2ccccc12 (configuration not stated) | i
COC(=O)c1cn(-c2cccc(N)c2)nn1 | i
COc1ccc(CN(C)C[C@@H]2Oc3ccc(NC(=O)C4CC4)cc3C(=O)N([C@@H](C)CO)C[C@@H]2C)cc1 | i
Cc1nnc(SCC(=O)Nc2ccc(C#N)cc2)s1 | i

# Three entries from above, arranged by length of the SMILES, high to low:
molecule | NFkB SMM
Cc1noc(C)c1NC(=O)N(C)C[C@@H]1OCCCC[C@H](C)Oc2ccc(N(C)C)cc2C(=O)N([C@@H](C)CO)C[C@@H]1C | i
C[C@@H]1CN([C@H](C)CO)C(=O)c2cccc(NS(=O)(=O)c3ccccc3)c2O[C@@H]1CN(C)C(=O)NC1CCCCC1 | i
O=C(CC1NC(=O)NC1=O)Nc1cccc2ccccc12 (configuration not stated) | i
